uPA surface inh: inhibitors of cell surface uPA generation | actives 0.31% (n = 330,000) | cell surface uPA generation assay, qHTS | Potency, µM (highest dose often 38.3 µM), for inactives: at the highest dose activity change, negative = inhibition, usual class: inhibitors; active = well fitted inhibition curve with a large enough effect; inconclusive = small, poorly fitted or top-dose-only effect; inactive = no such curve, though single readings can be large or run the other way; tested in mouse RAW 264.7 cells; also: potency is read from the fitted curve at half-maximal effect; % is scaled to controls: 0 for no effect and ±100 for the full control effect; nearly all actives have a fitted effect of over 55% in size
Eya2 phos inh: Eya2 (human) phosphatase inhibition. actives 0.006% (n = 330,000). O00167. recombinant Eya2, OMFP fluorescence dephosphorylation (OMFP is methylfluorescein phosphate). Potency, µM (top dose mostly 76.9 µM), without a hit: at the highest dose activity, negative = inhibition, actives largely listed as inhibitors; also: potency is read from the fitted curve at half-maximal effect; % is scaled to controls: 0 for no effect and ±100 for the full control effect
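Eya2 (0.2 uM) preincubated 10 min at ambient with compound, then OMFP substrate added at 50 uM; 10 min reaction in 50 mM HEPES pH 7.5, 50 mM NaCl, 5 uM MgCl2, 0.05% BSA, 1 mM DTT. Fluorescence read at Ex 485/Em 525 nm.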
TSHR antagonist: blocks TSH signaling through the human TSH receptor | P16473 | TSHR-expressing cells, TSH-stimulated cAMP HTRF, 2 h; active compounds read low | activity change, negative = inhibition, % at 11.5 µM | actives 0.2% (n = 330,000);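 active = activity change below a set negative limit, meaning inhibition stronger than a set level, cut at about -70% in these data; inconclusive = activity change between two set negative limits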; also: % is scaled to controls: 0 for no effect and ±100 for the full control effect
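TSHR-expressing cells were treated with compounds, then stimulated with TSH at EC80 (4nM final) for 2 hours at 37 deg C. Cellular cAMP was measured by HTRF competition between lysate cAMP and cAMP-d2 for a cryptate-labelled anti-cAMP antibody.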
Tb PFK inh: blocks T. brucei phosphofructokinase | O15648 | T. brucei PFK, ADP-Glo luminescence | Potency, µM (doses to about 57.5 µM), for the others: at the highest dose activity, negative = inhibition, most hits filed as inhibitors | actives 0.17% (n = 330,000) | AID 485367;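 also: potency is read from the fitted curve at half-maximal effect; 0% = uninhibited 1x PFK enzyme wells and -100% = no-enzyme wells; nearly all actives have a fitted effect of over 60% in size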
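PFK 1.25 nM, F6P 0.5 mM, ATP 0.1 mM, 0.1 M TEA pH 8.0, 5 mM MgCl2, 0.01% Tween20, 0.1% BSA; 45 min RT. ADP-Glo readout. qHTS titration up to 57 uM; curves fitted, compounds curve-classed.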
TCR activator: activators of T cell receptors; AID 504894; primary human leukocytes, anti-CD3, IL-2 HTRF, 48 h; 330,000 tested, under 10 active; Potency, µM (highest dose often 9.22 µM), for the others: top-dose activation of IL-2 secretion, usual class: activators; also: % of control where 0% means no effect
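Primary human leukocytes receive a-CD3 beads and test compound and are incubated 48 hr. Secreted IL-2 is then assayed by HTRF, measuring 665nm acceptor emission after 320nm excitation of the europium donor.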
B2AR arrestin: recruits beta-arrestin to the human beta2-adrenergic receptor. P07550. beta-arrestin recruitment to beta2AR, cell-based reporter. Potency, µM (series often up to 46.1 µM), inactives show at the top dose activation, usual class: activators. actives 0.02% (n = 330,000);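 also: potency is read from the fitted curve at half-maximal effect; 0% = DMSO controls and full agonism = EC100 isoproterenol or metaproterenol; nearly all actives have a fitted effect of over 65% in size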
Target sequence (P07550 whole entry, looked up): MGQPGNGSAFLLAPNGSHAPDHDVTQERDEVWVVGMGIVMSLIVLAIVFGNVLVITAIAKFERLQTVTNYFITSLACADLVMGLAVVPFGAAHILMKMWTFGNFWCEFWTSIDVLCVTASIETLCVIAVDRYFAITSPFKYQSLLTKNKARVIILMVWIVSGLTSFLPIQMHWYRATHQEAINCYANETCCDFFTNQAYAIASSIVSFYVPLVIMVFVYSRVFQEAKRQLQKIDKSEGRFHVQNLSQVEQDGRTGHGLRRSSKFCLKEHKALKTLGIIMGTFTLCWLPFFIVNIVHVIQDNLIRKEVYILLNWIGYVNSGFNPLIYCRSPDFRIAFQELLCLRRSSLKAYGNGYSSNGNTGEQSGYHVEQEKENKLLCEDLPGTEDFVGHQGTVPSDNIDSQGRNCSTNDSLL
BCR signal inh: chronic active BCR signaling inhibition | actives 0.05% (n = 340,000) | ABC-DLBCL IkBa-CBG/CBR reporter, luminescence ratio, 4 h | Potency, µM (titrated, usually from 46.1 µM), for the others: at the highest dose ratio change, negative = lower green/red ratio, most hits filed as inhibitors; active = well fitted inhibition curve with a large enough effect in the signal ratio, with a control signal flat, not every such curve was filed as active; inconclusive = small, poorly fitted or top-dose-only effect, or effect the other way, or a change in a side signal; the % refers to the signal ratio;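 also: potency is read from the fitted curve at half-maximal effect; plate controls were basal doxycycline-induced cells for no effect and cells given 10 µM MG132 for full effect; MG132 reads +100%, hits lower the ratio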
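Cell line TMD8 (human ABC DLBCL), stably expressing tet-inducible CBG68-IkBa fusion and CBR; IMDM/0.5% FBS; cpd up to 46 uM; dox induction, 4 h, 37C/5% CO2; dual luminescence; green/red ratio; MG132 control.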
Mito fusion yeast: blocks mitochondrial division or promotes mitochondrial fusion; S. cerevisiae fusion-defective mutant growth rescue, CellTiterGlo 48 h; Potency, µM (highest dose often 46.1 µM), for the others: at the top dose growth rescue (activation), actives largely listed as activators; actives 0.23% (n = 320,000); AID 485298;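 also: potency is read from the fitted curve at half-maximal effect; % of control where 0% means no effect; nearly all actives have a fitted effect of over 45% in size; temperature-sensitive fusion mutants such as fzo1-1 at 37 °C on non-fermentable ethanol glycerol medium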
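Compounds are tested for their ability to restore growth of mitochondrial fusion-defective yeast strains at non-permissive 37C in YPEG medium over 48 hours. Viability is quantified by luciferase luminescence.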
ELG1 repair inh: blocks ELG1-dependent DNA repair in HEK293T cells; HEK293T ELG1-luciferase reporter, luminescence, 16 h; DNA damage induced by 5-fluorouridine; Potency, µM (titrated, usually from 46.1 µM), inactives show top-dose activity change, negative = inhibition, actives largely listed as inhibitors; actives 2.3% (n = 330,000); AID 504467; also: potency is read from the fitted curve at half-maximal effect; % is scaled to controls: 0 for no effect and ±100 for the full control effect; nearly all actives have a fitted effect of over 55% in size
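Step one: seed 2,000 cells per well. Step two: pin-transfer compound or DMSO alongside 5-fluorouridine. Step three: incubate 16 hr, 37 °C, 5% CO2. Step four: add ONE-Glo, wait 30 min, read luminescence.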
USP2a inh: inhibitors of human ubiquitin-specific protease USP2a; O75604; USP2 core, Ub-CHOP2 coupled fluorogenic reporter, 485/531; Potency, µM (series often up to 38.3 µM), without a hit: top-dose activity change, negative = inhibition, actives largely listed as inhibitors; actives 0.01% (n = 330,000);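 also: potency is read from the fitted curve at half-maximal effect; plate controls were DMSO wells for no effect and full inhibition by NEM control for full effect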
Target sequence (O75604 whole entry, looked up): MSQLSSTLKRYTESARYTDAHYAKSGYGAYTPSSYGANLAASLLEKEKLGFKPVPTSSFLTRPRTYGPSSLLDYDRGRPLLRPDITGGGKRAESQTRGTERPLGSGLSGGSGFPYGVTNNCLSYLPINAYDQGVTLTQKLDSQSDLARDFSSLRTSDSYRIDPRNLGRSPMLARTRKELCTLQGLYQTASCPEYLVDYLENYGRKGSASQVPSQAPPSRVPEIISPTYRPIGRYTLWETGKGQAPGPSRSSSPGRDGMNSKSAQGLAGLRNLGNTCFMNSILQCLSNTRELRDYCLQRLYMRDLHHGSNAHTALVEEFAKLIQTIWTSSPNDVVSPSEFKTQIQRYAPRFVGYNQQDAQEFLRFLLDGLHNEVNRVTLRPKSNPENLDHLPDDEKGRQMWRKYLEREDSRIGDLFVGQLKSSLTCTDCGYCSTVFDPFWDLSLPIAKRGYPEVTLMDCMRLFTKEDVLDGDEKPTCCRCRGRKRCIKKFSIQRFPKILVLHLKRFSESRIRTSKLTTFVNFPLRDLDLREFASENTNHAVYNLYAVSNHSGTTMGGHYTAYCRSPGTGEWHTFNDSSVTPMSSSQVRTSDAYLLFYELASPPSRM
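Deubiquitinase activity read as fluorescence (485/531 nm) after Ub-CHOP2 cleavage activates the enterokinase reporter on its substrate; USP2 core 10nM, Ub-CHOP2 and substrate 25nM each, 30min compound preincubation then 60min RT; data normalized to NEM, curves fitted.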
PTAP TSG101 blk: blocks PTAP/TSG101 interaction to inhibit HIV-1 budding; Fluorescence polarization, FITC-PTAP peptide / Tsg101 binding; Potency, µM (top dose mostly 115 µM), inactives show top-dose activity change, negative = inhibition, actives largely listed as inhibitors; 340,000 tested, under 10 active; AID 493005; Q99816; active = well fitted inhibition curve with a large enough effect in the main read-out, with a control signal flat, not every such curve was filed as active; inconclusive = small, poorly fitted or top-dose-only effect, or effect the other way, or a change in a side signal; inactive = no such curve, though single readings can be large or run the other way; also: potency is read from the fitted curve at half-maximal effect; % of control where 0% means no effect
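Steps: Tsg101 binding domain dispensed (10 uM final), compounds pinned in DMSO, FITC-labeled PTAP-motif peptide added (50 nM final); after 20 min binding at room temperature, polarization measured.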
* marks the source's active call; other numbers are inactive results; [ ] = remark or other dose. Unless noted, calls follow the shape of the dose curve; as a rule, active = well fitted curve in the direction sought with a large enough effect; inconclusive = small, poorly fitted or top-dose-only effect, or another doubt; inactive = no such curve, though single readings can be large; an effect the other way counts as inactive or inconclusive.

`CCOc1ccc(N(C)S(=O)(=O)c2cc(-c3cc(C)no3)ccc2CC)cc1` gave uPA surface inh 2%, Eya2 phos inh -5%, TSHR antagonist -16, Tb PFK inh -2%, TCR activator -3%, B2AR arrestin -0.2%, BCR signal inh 6%, Mito fusion yeast -3%, ELG1 repair inh inconclusive, USP2a inh -5% and PTAP TSG101 blk 0%.
`CCNc1ccccc1C(=O)O` gave uPA surface inh -2%, Eya2 phos inh 1%, TSHR antagonist -4, Tb PFK inh 5%, TCR activator 1%, B2AR arrestin 0.0%, BCR signal inh inconclusive, Mito fusion yeast 4%, ELG1 repair inh -4%, USP2a inh -2% and PTAP TSG101 blk 0%.
`O=C(C1=C(O)C(=O)N(CCN2CCOCC2)C1c1cccc(Br)c1)c1cc2ccccc2o1` (stereo unspecified) gave uPA surface inh 3%, Eya2 phos inh 1%, TSHR antagonist 3, Tb PFK inh -2%, TCR activator 1%, B2AR arrestin -0.7%, BCR signal inh 3%, Mito fusion yeast -2%, ELG1 repair inh -5%, USP2a inh -11% and PTAP TSG101 blk -9%.
Screening CC1CCCN(C(=O)c2cccc(S(=O)(=O)Nc3cc(C(F)(F)F)ccc3Cl)c2)C1 (stereo unspecified) returned uPA surface inh -11%, Eya2 phos inh -7%, TSHR antagonist -17, Tb PFK inh 3%, TCR activator 1%[46.1 µM], B2AR arrestin 0.0%, BCR signal inh inconclusive, Mito fusion yeast 20%, ELG1 repair inh -10%, USP2a inh 2% and PTAP TSG101 blk -9%.
CCSc1nc2c(sc3nc(C)cc(C)c32)c(=O)[nH]1 was read as Eya2 phos inh -6%, TSHR antagonist 5, Tb PFK inh -7%, B2AR arrestin -0.2%, BCR signal inh 2%, Mito fusion yeast 19%, ELG1 repair inh 10% and USP2a inh 2%.
For O=C(O)CC(C(=O)Nc1ccc(Cl)cc1)N1CCCCCC1 (stereo unspecified) the results were uPA surface inh 1%, Eya2 phos inh -2%, TSHR antagonist -1, Tb PFK inh -1%, TCR activator -4%, B2AR arrestin 0.2%, BCR signal inh 5%, Mito fusion yeast -1%, ELG1 repair inh inconclusive, USP2a inh 0% and PTAP TSG101 blk -4%.
Screening CC(/C=N/NC(=O)c1cccnc1)=C\c1ccco1 returned uPA surface inh -14%, Eya2 phos inh 5%, TSHR antagonist -10, Tb PFK inh -7%, TCR activator 1%, B2AR arrestin 0.1%, BCR signal inh inconclusive, Mito fusion yeast -2%, ELG1 repair inh inconclusive, USP2a inh 1% and PTAP TSG101 blk -14%.
Cc1n[nH]c(=O)n1-c1ccc(C(C)(C)C)cc1 was read as uPA surface inh 1%, Eya2 phos inh 8%, TSHR antagonist -4, Tb PFK inh -6%, TCR activator 5%, B2AR arrestin -0.1%, BCR signal inh -13%, Mito fusion yeast -1%, ELG1 repair inh -12%, USP2a inh 6% and PTAP TSG101 blk -2%.
`COc1ccc(S(=O)(=O)N(CC(=O)NCC2CCCO2)c2ccc(Cl)cc2)cc1` (stereo unspecified) gave uPA surface inh 1%, Eya2 phos inh 2%, TSHR antagonist 11, Tb PFK inh 4%, TCR activator -4%, B2AR arrestin -1.0%, BCR signal inh 8%, Mito fusion yeast 2%, ELG1 repair inh 3%, USP2a inh 1% and PTAP TSG101 blk -2%.
CCCC(=O)OCC(=O)NCc1ccc(Cl)cc1 was read as uPA surface inh 8%, Eya2 phos inh 6%, TSHR antagonist 4, Tb PFK inh -4%, TCR activator 5%, B2AR arrestin 0.0%, BCR signal inh 3%, Mito fusion yeast 2%, ELG1 repair inh -8%, USP2a inh 2% and PTAP TSG101 blk 0%.
For COCc1cc(C)nc(SCC(=O)Nc2ccccc2N2CCOCC2)c1C#N the results were uPA surface inh 5%, Eya2 phos inh 8%, TSHR antagonist 0, Tb PFK inh -1%, TCR activator 7%, B2AR arrestin -0.1%, BCR signal inh 0%, Mito fusion yeast 4%, ELG1 repair inh -27%, USP2a inh 0% and PTAP TSG101 blk -4%.
For CCc1cccc(C)c1NC(=O)C1CCCN(S(C)(=O)=O)C1 (stereo unspecified) the results were uPA surface inh -1%, Eya2 phos inh 10%, TSHR antagonist -14, Tb PFK inh 2%, TCR activator 12%, B2AR arrestin -0.5%, BCR signal inh 1%, Mito fusion yeast 0%, ELG1 repair inh -2%, USP2a inh 0% and PTAP TSG101 blk 0%.
`CCOC(=O)C1=C(C)Nc2ccccc2N=C1NC(=O)c1cccc(S(=O)(=O)NCc2ccccc2)c1` gave uPA surface inh -4%, Eya2 phos inh 0%, TSHR antagonist 2, Tb PFK inh 1%, TCR activator 1%, B2AR arrestin 0.1%, BCR signal inh -8%, Mito fusion yeast 0%, ELG1 repair inh inconclusive, USP2a inh -1% and PTAP TSG101 blk -9%.
Screening CC(OC(=O)c1ccco1)C(=O)Nc1ccc(C(F)(F)F)cc1 (stereo unspecified) returned uPA surface inh -20%, Eya2 phos inh -15%, TSHR antagonist -19, Tb PFK inh -3%, TCR activator -11%, B2AR arrestin -0.2%, BCR signal inh 1%, Mito fusion yeast -6%, ELG1 repair inh 7%, USP2a inh -2% and PTAP TSG101 blk -3%.
CCN(CC)C(=O)c1[nH]cnc1C(=O)Nc1ccc(OC)cc1 was read as uPA surface inh -6%, Eya2 phos inh -4%, TSHR antagonist -1, Tb PFK inh -3%, TCR activator -39%, B2AR arrestin -0.6%, BCR signal inh inconclusive, Mito fusion yeast -2%, ELG1 repair inh 9%, USP2a inh 3% and PTAP TSG101 blk 0%.
For COc1ccc(CC(=O)c2ccccc2C(=O)O)cc1 the results were uPA surface inh -1%, Eya2 phos inh 0%, TSHR antagonist -3, Tb PFK inh -4%, TCR activator 0%, B2AR arrestin -0.4%, BCR signal inh 5%, Mito fusion yeast 6%, ELG1 repair inh 3%, USP2a inh inconclusive and PTAP TSG101 blk -9%.
COc1cc(OC)cc(C(=O)N[C@H](C(=O)Nc2cccc(S(=O)(=O)N3CCCC3)c2)C(C)C)c1 was read as uPA surface inh 4%, Eya2 phos inh 2%, TSHR antagonist 27, Tb PFK inh 7%, TCR activator 8%, B2AR arrestin 11%, BCR signal inh -1%, Mito fusion yeast -2%, ELG1 repair inh -21%, USP2a inh 4% and PTAP TSG101 blk 0%.
Screening CSc1nsc(SCCN2C(=O)c3ccccc3C2=O)n1 returned uPA surface inh -3%, Eya2 phos inh 1%, TSHR antagonist -13, Tb PFK inh -17%, TCR activator 4%, B2AR arrestin -1.0%, BCR signal inh inconclusive, Mito fusion yeast 0%, ELG1 repair inh 3%, USP2a inh 1% and PTAP TSG101 blk 2%.
CSc1oc(-c2ccco2)nc1S(=O)(=O)c1ccc(C)cc1 was read as uPA surface inh -2%, Eya2 phos inh -6%, TSHR antagonist -11, Tb PFK inh 1%, TCR activator -3%, B2AR arrestin 0.1%, BCR signal inh -1%, Mito fusion yeast 10%, ELG1 repair inh 18%, USP2a inh -2% and PTAP TSG101 blk -12%.
O=C(O)CSc1nc2c(c(C(F)(F)F)n1)CCc1ccccc1-2 was read as uPA surface inh -5%, Eya2 phos inh 11%, TSHR antagonist -19, Tb PFK inh 1%, TCR activator -7%, B2AR arrestin -0.1%, BCR signal inh 17%, Mito fusion yeast 12%, ELG1 repair inh -1%, USP2a inh 4% and PTAP TSG101 blk -5%.
`Cc1ccccc1NC(=O)c1cccc2nccnc12` gave Eya2 phos inh -1%, TSHR antagonist -7, Tb PFK inh 5%, B2AR arrestin -0.4%, BCR signal inh 4%, Mito fusion yeast 4%, ELG1 repair inh 6%, USP2a inh 3% and PTAP TSG101 blk -8%.
`O=C(CN(Cc1cccs1)C(=O)CNS(=O)(=O)c1ccc(Cl)cc1)NCC1CCCO1` (stereo unspecified) gave uPA surface inh 5%, Eya2 phos inh -1%, TSHR antagonist 2, Tb PFK inh -5%, TCR activator 2%, B2AR arrestin -0.3%, BCR signal inh -8%, Mito fusion yeast -6%, ELG1 repair inh -10%, USP2a inh -3% and PTAP TSG101 blk -3%.
For Cc1noc(C)c1S(=O)(=O)N(C)C[C@H]1Oc2ccc(NC(=O)NC3CCCCC3)cc2C(=O)N([C@H](C)CO)C[C@@H]1C the results were uPA surface inh 2%, Eya2 phos inh 1%, TSHR antagonist -3, Tb PFK inh 4%, TCR activator -5%, B2AR arrestin -0.2%, BCR signal inh 2%, ELG1 repair inh 8%, USP2a inh -1% and PTAP TSG101 blk 1%.

Source: PubChem
